From PubChem
BL2 CD40 inh = CD40 pathway inhibition in BL2 cells | inhibition, % at 10 µM | BL2 NF-kB luciferase reporter, CD40L-induced, 4 h | 83,000 tested, 0.94% active;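 active = mean inhibition of at least 50% with a set share of replicates also reaching that level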;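 note: 0% = neutral control wells and 100% = IKK inhibitor VII at 50 µM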
An asterisk follows results filed as active; & = joins results of further samples; [ ] = another dose, or the depositor's remark. Not all compounds are listed. The share of hits here may be higher or lower than overall.

SMILES	BL2 CD40 inh
CN1CCN(C(=O)C[C@@H]2CC[C@@H]3[C@@H](COc4ccc(NC(=O)C5CCCC5)cc4C(=O)N3C)O2)CC1	21.6
C=C(C)CSc1nnc(CCNC(=O)OC(C)(C)C)o1	-4.3
Nn1c(=O)[nH]c2ccccc2c1=O	10.2
COc1ccc(NC(=O)[C@@H]2CCCN2S(=O)(=O)c2ccc(Cl)cc2)cc1	-2.1
N#C[C@@H]1[C@H](c2ccc(C#CC3CCCC3)cc2)[C@@H](CO)N1C(=O)Cc1ccccn1	18.8[25 µM]
CCCCN(CCCC)NC(=O)c1ccccc1	7.9
CCNC(=O)[C@H]1[C@H](CO)[C@H]2Cn3c(ccc(C4=CCCCC4)c3=O)[C@@H]1N2CCC(F)(F)F	-3.1[25 µM]
COc1ccc(C(=O)NCCS(=O)(=O)NCc2ccco2)cc1	-3.9
CCN(CC)Cc1c(CC(C)C)oc(C)c1C(=O)O	2.2
Fc1ccc(-c2cc(-c3ccccc3)nc(-n3cccn3)n2)cc1	4.4
Cc1cc(NC(=O)NC(=O)c2ccccc2)no1	-24.6
Cc1cccc(N2CCN(C(=O)c3ccc4ccccc4c3)CC2C)c1 (stereo not drawn)	8.2
O=C(Nc1cccc(F)c1)N1C[C@H]2[C@@H](c3ccccc31)[C@@H](CO)N2C(=O)c1cccnc1	-16.1
CC(C)NC(=O)N1[C@H](C#N)[C@@H](c2ccccc2-c2ccc(F)cc2)[C@@H]1CO	5.8[25 µM]
OC1CCCN(CC(O)COc2ccc(-c3ccccc3)cc2)C1 (stereo not drawn)	-53.2
O=C(Cc1ccsc1)N1CCN(S(=O)(=O)c2cccc(F)c2)CC1	5.8
COc1ccccc1/C=C/c1nc2ccc(OC(C)=O)cc2c(=O)o1	-19.7
N#C[C@H]1[C@H](c2ccc(C3=CCCC3)cc2)[C@@H](CO)N1c1nc(-c2ccccc2)cs1	-21.7[25 µM]
CCc1ccc(-c2nc(SCC(=O)c3c(N)n(C)c(=O)n(C)c3=O)n[nH]2)cc1	0.2
Cc1ccc(NC(=O)CN(C)C(=O)c2cccc(S(=O)(=O)NCc3ccccc3)c2)cc1	-7.9
CC(C)NC(=O)N(C)C[C@@H]1OCc2ccccc2-c2ccccc2C(=O)N([C@H](C)CO)C[C@@H]1C	-10.5
O=C(NCC1CCCO1)C1CCCN(c2ncccn2)C1 (stereo not drawn)	5.6
O=C(COc1ccc(S(=O)(=O)N2CCOCC2)cc1)NC1CC1	3.7
COc1ccc2nc(N(CCN(C)C)C(=O)c3ccc4c(c3)OCCO4)sc2c1	-14.2
Cc1nc(CN2CCN(S(=O)(=O)c3c(Cl)cc(Br)cc3Cl)CC2)cs1	-16.7
Next section:
SMILES	BL2 CD40 inh
COc1ccc(NC(=O)c2ccc(NC(=O)c3nc4nc(C)cc(C)n4n3)cc2)cc1	-44.3
CCC1Oc2ccccc2N(CC(=O)NCCN2CCCC2)C1=O (stereo not drawn)	13.9
C[C@H]1CN([C@@H](C)CO)C(=O)c2ccccc2-c2ccccc2CO[C@@H]1CN(C)S(=O)(=O)c1ccc([N+](=O)[O-])cc1	9.3[25 µM]
COCC(C)NCc1cccc2ccccc12 (stereo not drawn)	1.9
O=C(NC1CCCC1)[C@@H]1[C@@H](CO)[C@@H]2Cn3c(cccc3=O)[C@@H]2N1CC1CCOCC1	-1.9
CC(=O)Nc1ccc(C2Nc3ccccc3C(=O)N2C2CCCCC2)cc1 (stereo not drawn)	6.1
CC(=O)NC[C@H]1[C@H](c2ccc(C3=CCCC3)cc2)[C@@H](CO)N1Cc1cccnc1	-5.8[25 µM]
N#C[C@@H]1[C@@H](c2ccc(C#Cc3cccnc3)cc2)[C@@H](CO)N1C(=O)NC1CCCCC1	19.8[25 µM]
CCC(=O)N1CCCc2ccccc21	15.6
O=C(NC1CCS(=O)(=O)C1)Oc1ccc(Cl)cc1 (stereo not drawn)	7.4
C[C@H](CO)N1C[C@H](C)[C@@H](CN(C)C(=O)Cc2cccnc2)Oc2cc(C#Cc3ccccc3F)ccc2S1(=O)=O	-19.8[25 µM]
c1ccc(-c2nnc(CSc3nnc(-c4cccs4)o3)o2)cc1	5.1
CN(CC(=O)Nc1ccccc1Cl)C(=O)C1CCN(S(=O)(=O)c2ccc3c(c2)OCCO3)CC1	0.0
COc1cc(C(=O)Nc2cccc(S(=O)(=O)NCc3ccco3)c2)cc(OC)c1OC	7.0
O=S(=O)(NCCN1CCN(S(=O)(=O)c2ccccc2F)CC1)c1ccccc1F	1.6
COc1ccc(C#Cc2ccc3c(c2)[C@@H]2[C@@H](CCN2C(=O)c2ccccc2F)[C@H](CO)N3C)cc1	-11.2[25 µM]
COc1ccc(C(CNC(=O)c2ccc(C)c(S(=O)(=O)N3CCCCC3)c2)N2CCCC2)cc1 (stereo not drawn)	-5.3
Cc1cc(C(=O)COC(=O)c2ccc(O)cc2)c(C)n1CC1CCCO1 (stereo not drawn)	24.3
O=C(O)COCC(=O)NCc1csc2ccc(Cl)cc12	7.5
Cc1noc(C)c1S(=O)(=O)N1CCCC1C(=O)NC(C)(C)C (stereo not drawn)	8.6
CCc1ccccc1NC(=O)CCN1C(=O)C2C3CCC(C3)C2C1=O (stereo not drawn)	5.1
CCCCc1ccc(NC(=O)CC(C)C)cc1	-84.7
CN(CC(=O)N1CCCCC1)S(=O)(=O)c1cccc2nsnc12	6.4
N#C[C@@H]1N[C@@H](CO)[C@@H]1c1ccccc1	-3.9
COc1ccc(OC)c(/C=C/C(=O)OCC(=O)N2C(C)CCCC2C)c1 (stereo not drawn)	7.2
Later entries
SMILES	BL2 CD40 inh
O=C(c1nc2ccc(Cl)cn2c1CNCCc1cnccn1)N1CCCCCCC1	-6.3
Cc1nc2cc(NCc3ccccc3O)ccc2n1Cc1ccccc1	-43.7
O=C(Cc1ccccc1)N1CC[C@@H]2[C@@H](CO)Nc3ccc(C#Cc4cccc(F)c4)cc3[C@@H]21	2.4[25 µM]
O=C(O)c1cccc(S(=O)(=O)Nc2ccc3c(c2)CCC3)c1	-47.8
CO[C@H]1CN(C)C(=O)c2ccc(NS(C)(=O)=O)cc2OC[C@H](C)N(C(=O)C2CCCC2)C[C@@H]1C	-14.6
CC(C)CNC(=O)COC(=O)Cc1ccc(Cl)cc1	2.0
O=C(Cc1ccccc1)n1nc(-c2ccco2)nc1SCc1ccccc1	-52.8
O=C(O)CNC(=O)CCCn1nnc2ccccc2c1=O	6.3
O=C(Nc1ccc(Cl)cc1)N1C[C@@H]2[C@H](c3ccccc31)[C@H](CO)N2CC1CCCC1	-26.9
c1ccc(-n2nnnc2NCCCN2CCOCC2)cc1	3.0
CN1CCN(C(=O)NCC23CC4CC(CC(C4)C2)C3)CC1	5.1
CCS(=O)(=O)NCCCCc1ccccc1	-21.5
COC(=O)Nc1nnc(-c2ccco2)s1	2.7
Cc1cc(C(=O)Nc2cccnc2)no1	6.0
CCOC(=O)c1c(NC(=O)CCCN2CCOCC2)sc2c1CC(C)(C)OC2	-5.8
COc1cc(CN2[C@@H]3CNC[C@H]2C3c2ccc(-c3ccccc3)cc2)cc(OC)c1 (stereo partly drawn)	-0.2&-2.3
CC1CN(c2nc3ccccc3nc2C(C#N)C(=O)NC2CCCCC2)CC(C)O1 (stereo not drawn)	-30.0
Cn1c(SCC(=O)Nc2sccc2C(N)=O)nc2ccccc2c1=O	2.2
CN(C)C(=O)c1ccc(-c2ccc([C@@H]3[C@@H](CO)N4CCCCN(C(=O)C5CC5)C[C@@H]34)cc2)cc1	-34.4[25 µM]
CCOc1ccc(C(O)Cn2c(=N)n(CCN3CCCCC3)c3ccccc32)cc1 (stereo not drawn)	10.2
O=C(NCC1CCCN1S(=O)(=O)c1cccs1)c1ccc([N+](=O)[O-])cc1 (stereo not drawn)	-8.6
COc1ccc(S(=O)(=O)N(C)C[C@@H]2Oc3c(cccc3N(C)C)C(=O)N([C@@H](C)CO)C[C@H]2C)cc1	0.6[25 µM]
C[C@H]1CN([C@@H](C)CO)C(=O)c2c(c3ccccc3n2C)-c2ccccc2CO[C@H]1CN(C)S(=O)(=O)c1ccc(C(F)(F)F)cc1	3.4
O=C(COc1ccc(C(=O)NCc2cccnc2)cc1)Nc1cccc(C(F)(F)F)c1	-1.3
O=C(O)CCC/C=C\C[C@@H]1CO[C@H](C(F)(F)F)O[C@@H]1c1ccccc1O	-12.1[25 µM]

14 of these compounds in another layout:
BL2 CD40 inh	molecule
-6.3	O=C(c1nc2ccc(Cl)cn2c1CNCCc1cnccn1)N1CCCCCCC1
-43.7	Cc1nc2cc(NCc3ccccc3O)ccc2n1Cc1ccccc1
2.4[25 µM]	O=C(Cc1ccccc1)N1CC[C@@H]2[C@@H](CO)Nc3ccc(C#Cc4cccc(F)c4)cc3[C@@H]21
-47.8	O=C(O)c1cccc(S(=O)(=O)Nc2ccc3c(c2)CCC3)c1
-14.6	CO[C@H]1CN(C)C(=O)c2ccc(NS(C)(=O)=O)cc2OC[C@H](C)N(C(=O)C2CCCC2)C[C@@H]1C
2.0	CC(C)CNC(=O)COC(=O)Cc1ccc(Cl)cc1
-52.8	O=C(Cc1ccccc1)n1nc(-c2ccco2)nc1SCc1ccccc1
6.3	O=C(O)CNC(=O)CCCn1nnc2ccccc2c1=O
-26.9	O=C(Nc1ccc(Cl)cc1)N1C[C@@H]2[C@H](c3ccccc31)[C@H](CO)N2CC1CCCC1
3.0	c1ccc(-n2nnnc2NCCCN2CCOCC2)cc1
5.1	CN1CCN(C(=O)NCC23CC4CC(CC(C4)C2)C3)CC1
-21.5	CCS(=O)(=O)NCCCCc1ccccc1
2.7	COC(=O)Nc1nnc(-c2ccco2)s1
6.0	Cc1cc(C(=O)Nc2cccnc2)no1

Going on with the list.
SMILES	BL2 CD40 inh
O=C(COc1ccc(/C=N/NS(=O)(=O)c2ccccc2)cc1)Nc1ccccc1	-1.0
CCOC(=O)N1CCN(Cc2nc(Cc3cccc(F)c3)no2)CC1	1.8
Cc1ccccc1S(=O)(=O)Nc1ccc2c(c1)C(=O)N(C)[C@@H]1CC[C@H](CC(=O)O)O[C@@H]1CO2	9.6[25 µM]
CCOc1ccccc1NC(=O)COc1coc(CN2CCc3ccccc32)cc1=O	-7.9
CC(/C=C/c1ccccc1F)=N\NC(=O)c1ccccc1	-61.2
CN(C)C(=O)c1cccc(-c2ccccc2[C@@H]2[C@@H](CO)N(C(=O)C3CCCC3)[C@H]2C#N)c1	0.8
CN(C(=O)COc1ncnc2ccc(Br)cc12)C1CCCCC1	-2.5
O=C(CN1C(=O)COc2ccccc21)Nc1ccccc1F	-6.9
O=C(Cc1ccccn1)N[C@@H]1C=C[C@@H](CC(=O)N2CCCCC2)O[C@@H]1CO	3.9
O=C(OCC(=O)N1CCN(c2ccccc2)CC1)c1cccs1	-44.4
N#Cc1ccc(Cl)cc1NC(=O)CNc1cccc(S(=O)(=O)N2CCCC2)c1	36.2
Cc1ccc(S(=O)(=O)NC2CC2)s1	2.3
COc1ccc2c3c([nH]c2c1)[C@@H](CO)N(C(=O)NC1CCCC1)CC31CN(C(=O)Nc2cccc(F)c2)C1	-2.2[25 µM]
COc1ccc(C(=O)N[C@H](C(=O)NCc2cccs2)C(C)C)cc1	8.1
O=C(N/N=C/c1ccc(OC2CSC2)cc1)c1ccccc1	-78.6
c1ccc(Cn2c(-c3ccccc3)nc3nc4ccccc4nc32)cc1	1.9
O=C(Nc1ccc2nn(-c3ccccc3)nc2c1)c1cccnc1	-40.8
O=C(c1ccccc1)C(O)(Cc1ccccc1)c1ccccc1 (stereo not drawn)	9.1
CCOCCCNC(=S)N1CCCN(c2nc3cc(C)ccc3cc2C#N)CC1	0.4
CC(c1ccccc1)N(C)C(=O)CSc1nnc(C2CC2)n1C1CC1 (stereo not drawn)	10.0
COc1ccc(S(=O)(=O)NCc2ccco2)cc1C(=O)N1CCCCC1	1.4
CC(=O)NC12CC3CC(C1)CC(C(=O)OCC(=O)Nc1ncc(Cl)cc1Cl)(C3)C2	-4.7
C[C@@H]1CN([C@H](C)CO)S(=O)(=O)c2ccc(-c3ccc(F)cc3)cc2O[C@@H]1CN(C)Cc1ccccc1C(=O)O	-3.0[25 µM]
CC(C)NC(=O)Nc1ccc2c(c1)C(=O)N(C)[C@H]1CC[C@@H](CC(=O)NCc3ccc(F)cc3)O[C@H]1CO2	-4.5[25 µM]
CN(C)CCN(Cc1ccc(Cl)cc1)c1ccccn1	5.1

Two entries from above, with each value named:
> CN(C(=O)COc1ncnc2ccc(Br)cc12)C1CCCCC1
  BL2 CD40 inh = -2.5
> O=C(CN1C(=O)COc2ccccc21)Nc1ccccc1F
  BL2 CD40 inh = -6.9

(further entries)
SMILES	BL2 CD40 inh
C/C=C/c1ccc([C@H]2[C@@H](CO)N(c3nc(CC)cs3)[C@H]2C#N)cc1	3.9[25 µM]
CO[C@@H]1CN(C)C(=O)c2ccc(NC(=O)Nc3ccccc3)cc2OC[C@H](C)N(C(=O)CC2CC2)C[C@@H]1C	-6.6[25 µM]
COC(=O)c1[nH]c2ccccc2c1NC(=O)CN1CCCCCC1	4.7
COCCNC(=O)C1(C)CCCN(C(=O)c2ccccc2OC(F)(F)F)C1 (stereo not drawn)	10.5
O=C(Cc1cccs1)Nc1cccc(C(=O)Nc2ccc(C(=O)O)cc2)c1	10.0
CCCCn1cnc2c(SCc3ccc(Cl)cc3)nc(N)nc21	5.1
COCc1cc(O)c(O)c(O)c1-c1c(COC)cc(O)c(O)c1O	-3.0[25 µM]
CC1(C)NC(=O)N(CCC(=O)Nc2ccc(C(C)(C)C)cc2)C1=O	-3.5
C[C@@H]1CN([C@H](C)CO)C(=O)c2c(c3ccccc3n2C)-c2ccccc2CO[C@@H]1CN(C)C(=O)C1CC1	-8.2
CCC(C)NC(=O)C1(NC(=O)Nc2ccccc2)CCCCC1 (stereo not drawn)	19.2
CN(C)c1ccc(C(=O)c2ccccc2C(=O)O)cc1[N+](=O)[O-]	10.7
CN1C(=O)c2cc(NC(=O)C3CCCC3)ccc2OC[C@H]2O[C@@H](CC(=O)NCCc3ccncc3)CC[C@@H]21	7.8
COC(=O)Cc1c(O)ccn(Cc2ccc(OC)c(OC)c2)c1=O	-2.9
Cc1cc(C)c(S(=O)(=O)Oc2ccccc2[N+](=O)[O-])c(C)c1	9.0
CCCCn1cnc2c(SCc3ccc(Br)cc3)nc(N)nc21	-8.9
CO[C@H]1CN(C)C(=O)c2ccc(NC(=O)C3CC3)cc2OC[C@H](C)N(C(C)=O)C[C@H]1C	-18.8[25 µM]
